Source: PubChem
BoNT-F LC inh: BoNT/F light chain protease inhibitors, primary screen, biochemical, flow cytometry, MLPCN library; Botulinum neurotoxin type F light chain protease (Clostridium botulinum); Multiplex microsphere protease cleavage assay; inhibition, % at 10 µM; actives 0.22% (n = 360,000); AID 588497, 2011; in the data active means inhibition above about 35%, passing the limit was not always enough; inconclusive means no clear call, values can overlap the other calls; further: plate controls were buffer without enzyme for full effect and enzyme alone for no effect
Mtb UGM inh: M. tuberculosis UGM enzyme inhibitors, primary screen, biochemical, fluorescence polarization, single point; UDP-galactopyranose mutase (Mycobacterium tuberculosis (strain ATCC 25618 / H37Rv)), …; purified UGM, fluorescence polarization probe displacement; inhibition, % at 10 µM; actives 0.06% (n = 320,000); AID 504406, 2011; in the data active means inhibition above about 10%, passing the limit was not always enough; inconclusive means no clear call, values can overlap the other calls
CCHFV vOTU inh: CCHFV vOTU protease inhibitors, primary screen, biochemical, Pep-AMC substrate, fluorescence; inhibition, % at 11.5 µM; AID 651958, 2012; actives 0.55% (n = 370,000); further: 0% = vehicle wells with enzyme and 100% = no enzyme wells
Rv3671c inh: Rv3671c serine protease inhibitors, primary screen, biochemical, fluorescence polarization, M. tuberculosis H37Rv. P9WHR9. inhibition, % at 5.96 µM. actives 0.048% (n = 320,000). AID 2606, 2010; in the data active means inhibition above about 38%;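 further: extracellular domain of Rv3671c used as enzyme; 0% = enzyme with DMSO and 100% = no enzyme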
Target sequence (P9WHR9 whole entry, looked up, the tested form may be a part): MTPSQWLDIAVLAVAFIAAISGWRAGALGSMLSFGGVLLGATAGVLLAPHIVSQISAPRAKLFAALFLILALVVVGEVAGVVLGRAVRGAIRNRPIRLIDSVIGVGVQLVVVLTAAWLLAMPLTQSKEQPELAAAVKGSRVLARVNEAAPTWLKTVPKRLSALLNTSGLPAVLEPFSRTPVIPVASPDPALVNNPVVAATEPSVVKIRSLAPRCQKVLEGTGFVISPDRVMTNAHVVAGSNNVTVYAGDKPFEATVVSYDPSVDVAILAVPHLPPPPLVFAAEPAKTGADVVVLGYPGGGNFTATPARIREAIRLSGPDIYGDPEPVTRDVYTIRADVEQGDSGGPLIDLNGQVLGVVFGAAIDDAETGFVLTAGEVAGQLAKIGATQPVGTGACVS
Mtb BioA inh: M. tuberculosis BioA enzyme inhibitors, primary screen, biochemical, plate reader, single point, HTS; 7,8-diaminopelargonic acid synthase BioA (Mycobacterium tuberculosis); purified M. tuberculosis BioA enzyme; inhibition, % at 9.99 µM; actives 0.096% (n = 360,000); AID 602481, 2012; in the data active means inhibition above about 40%; inconclusive means no clear call, values can overlap the other calls
Mtb FBA inh: Mtb FBA enzyme inhibitors, primary screen, biochemical, fluorescence, strain H37Rv; inhibition, % at 1 µM; AID 588726, 2011; purified M. tuberculosis FBA, fluorescence read-out; actives 2.3% (n = 360,000); Fructose-bisphosphate aldolase (Mycobacterium tuberculosis (strain ATCC 25618 / H37Rv)), …; in the data active means inhibition above about 27%;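 further: 0% = vehicle and 100% = reference inhibitor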
Target sequence (P9WQA3 whole entry, looked up): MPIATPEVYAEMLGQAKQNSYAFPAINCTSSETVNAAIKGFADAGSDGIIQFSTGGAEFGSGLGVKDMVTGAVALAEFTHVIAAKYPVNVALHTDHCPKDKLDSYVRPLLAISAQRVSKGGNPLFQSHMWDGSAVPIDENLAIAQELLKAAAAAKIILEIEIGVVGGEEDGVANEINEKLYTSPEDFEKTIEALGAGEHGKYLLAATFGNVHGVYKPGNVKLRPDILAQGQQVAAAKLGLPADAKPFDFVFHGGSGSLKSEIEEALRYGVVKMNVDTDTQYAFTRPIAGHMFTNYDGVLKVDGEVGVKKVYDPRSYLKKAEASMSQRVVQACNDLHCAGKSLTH
MazF activator: activators of E. coli MazEF toxin-antitoxin RNase, primary screen, biochemical, fluorescence, uHTS; actives 0.32% (n = 350,000); AID 504720, 2011; FAM/BHQ RNA-DNA oligo cleavage fluorescence, 5 h; activation, % at 20 µM; Endoribonuclease toxin MazF (Escherichia coli (strain K12)), P0AE70; in the data active means activation above about 50%
VHR inh abs: VHR1 phosphatase inhibitors, primary screen, biochemical, absorbance, uHTS; actives 0.52% (n = 290,000); AID 1654, 2009; inhibition, % at 13.3 µM; Dual specificity protein phosphatase 3 (Homo sapiens), P51452; recombinant VHR phosphatase, pNPP absorbance; in the data active means inhibition above about 50%; further: some compounds called inactive have numbers as strong as hits
FadD28 FP inh: inhibitors of FadD28 bisubstrate probe binding, primary screen, biochemical, fluorescence polarization, single point | Mycobacterium tuberculosis FadD28 fatty-acid-AMP ligase | inhibition, % at 12.5 µM | actives 0.22% (n = 360,000); in the data active means inhibition above about 8.5%, passing the limit was not always enough; inconclusive means no clear call, values can overlap the other calls
GDH-TPI counter: GDH-TPI coupling enzyme inhibitors, primary screen, artefact control for M. tuberculosis FBA inhibitor project, biochemical, absorbance, full deck | GDH-TPI coupled enzyme counterscreen, NADH absorbance | inhibition, % at 4.8 µM | actives 1.2% (n = 360,000) | AID 588335, 2011;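 further: 0% = DMSO wells and 100% = wells lacking the enzyme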
An asterisk follows results filed as active; ? = inconclusive; nt = no result given. Unless noted, no stated cut-off is given here; in the data, active means inhibition above about 30%; inactive means the rest.

SMILES | BoNT-F LC inh | Mtb UGM inh | CCHFV vOTU inh | Rv3671c inh | Mtb BioA inh | Mtb FBA inh | MazF activator | VHR inh abs | FadD28 FP inh | GDH-TPI counter
COc1ccc(C)cc1NC(=O)CO/N=C(\N)CC(=O)Nc1ccccc1OC | 1 | -1.1 | 3 | 0 | 0.1 | -4 | 1 | nt | -4.2 | 0
CCCCNC(=O)C1(C)CCN1Cc1ccc(C(=O)OCC)cc1 (centres undefined) | -2 | nt | 5 | nt | -0.4 | 1 | nt | nt | -2.9 | 2
Cc1ccc([C@H]2N[C@]3(CCCN(Cc4ccccc4)C3=O)[C@H]3C(=O)N(Cc4ccccc4)C(=O)[C@@H]23)cc1 | -7 | nt | 2 | nt | -3.5 | -5 | 5 | nt | -3.9 | -13
COc1cc2c(cc1OC)C1(Nc3c-2c(Cc2ccccc2)nn3-c2ccccc2)C(=O)Nc2ccccc21 (centres undefined) | -7 | -1.8 | 11 | -14 | -0.5 | 3 | -12 | -20 | -3.1 | 10
Cc1onc(-c2ccccc2Cl)c1C(=O)NCc1ccc(F)cc1 | 2 | 3.6 | -1 | -2 | -1.1 | 0 | 3 | -4 | -2.4 | -2
OCCC1CN(Cc2cccn2-c2cccnc2)CCN1Cc1ccc(F)cc1 (centres undefined) | -2 | -1.7 | -3 | 6 | -1.2 | 2 | 1 | -1 | -1.2 | -4
CN(C)CCCC1(O)c2ccccc2CCc2ccccc21 | -6 | -6.2 | -2 | 6 | nt | 1 | 11 | 11 | -2.5 | -2
COc1ccc(-c2csc(N(CCc3ccc(OC)c(OC)c3)C(=O)COc3ccccc3)n2)cc1 | -2 | 3.5 | 17 | -12 | 0.1 | -1 | -4 | -1 | -2.2 | 7
CC1(C)CC[C@]2(C)CC[C@]3(C)C4C[C@@H]5OO[C@@]6(O5)C(CCCC6(C)C)[C@]4(C)CC[C@@]3(C)C2C1 (some centres undefined) | -1 | -1.0 | nt | -10 | -1.0 | 3 | 1 | nt | -1.0 | 2
CC(C)C(c1nnnn1Cc1ccco1)N1CCC(C(N)=O)CC1 (centres undefined) | 11 | 2.0 | 14 | -26 | -1.4 | 6 | 2 | 8 | -2.2 | -8
Cc1c(NC(=O)Oc2ccccc2)sc(=S)n1C | -18 | -1.1 | -7 | -8 | -0.9 | -3 | -7 | 12 | -3.4 | 1
CN(C)CCNC(=O)Cn1ccc2cc(S(=O)(=O)N3CCCCC3)ccc21 | 2 | -0.5 | 7 | 1 | -1.0 | 0 | 6 | 39 | 0.7 | 3
CC(Oc1ccc(C(C)(C)C)cc1)c1ccnc2nc(/N=C/N(C)C)nn12 (centres undefined) | -2 | 0.9 | 10 | 1 | -0.2 | 16 | 6 | 3 | -1.3 | 30
COc1ccccc1CC(=O)Nc1ccc(O)cc1C(=O)O | -2 | 1.5 | -9 | 6 | 0.0 | 21 | 5 | 3 | -0.8 | 13
NS(=O)(=O)c1ccc(CNC(=O)c2ccccn2)cc1 | -1 | 4.4 | -13 | -9 | 1.4 | 0 | -2 | -3 | -1.9 | 6
COc1ccccc1NC(=O)Nc1c(C)n(C)n(-c2ccccc2)c1=O | 2 | -0.8 | 3 | 5 | -2.5 | 2 | -2 | 21 | -1.4 | 1
COc1ccccc1NC(=O)COC(=O)CCc1ccc(S(=O)(=O)N2CCOCC2)cc1 | 7 | -0.3 | 13 | -6 | -1.4 | 31* | -1 | nt | 0.5 | 14
O=C(CSc1ccccc1C(=O)O)NC1CCCCCCC1 | -36 | 1.5 | 6 | -4 | -1.5 | 4 | 2 | 5 | -1.1 | -1
CCC(C)[C@H](NC(=O)N1CCn2c1nc1ccccc12)C(=O)NCc1ccccc1 (some centres undefined) | 5 | 2.1 | 28 | 2 | -3.5 | 3 | 15 | 50* | -0.8 | 1
Cc1[nH]c2ccccc2c1/C=N/NC(=O)c1ccc(N)cc1 | -22 | -0.1 | 5 | 7 | -1.2 | -1 | 1 | 58* | 0.0 | 30
C/C=C/c1ccc(OCCCN2C(=O)NC(C)(C)C2=O)c(OC)c1 | 1 | -1.9 | -16 | 0 | 1.0 | 2 | 0 | -6 | 1.9 | 3
N=c1n(CCN2CCCCC2)c2ccccc2n1CC(=O)c1ccc(Cl)c(Cl)c1 | ? | 3.0 | 7 | 2 | -0.2 | 1 | 6 | 13 | -0.8 | -1
Cc1noc(C)c1C(=O)OCC(=O)N1CCc2ccccc21 | -12 | 1.5 | 7 | -12 | -0.7 | -1 | -1 | nt | -2.1 | -2
COc1ccc(Nc2cc(C)nc3ccc(OC)cc23)cc1 | nt | 2.4 | -6 | 3 | 4.6 | 2 | 12 | -3 | -2.3 | 34*
Cn1cc(Cl)c(C(=O)OCC(=O)Nc2cccc(Cl)c2)n1 | 5 | nt | 22 | nt | 0.2 | -3 | 2 | 16 | -1.6 | -2
Cc1ccc(C)c(NC(=O)c2ccc3nccnc3c2)c1 | 8 | 2.9 | 6 | 1 | -0.9 | -2 | 5 | 41 | nt | 10
COc1cc(OC)c2c(-c3ccccc3)cc(=O)oc2c1 | -3 | 1.5 | 0 | -1 | -0.7 | -2 | -18 | 26 | -3.0 | 14
COc1ccc(NC(=O)CSc2nnc(C3CC3)n2C)cc1S(=O)(=O)N1CCOCC1 | 1 | -0.6 | 11 | 4 | 0.0 | 1 | 3 | nt | 1.0 | -1

A second format for 9 compounds above.
| Compound | BoNT-F LC inh | Mtb UGM inh | CCHFV vOTU inh | Rv3671c inh | Mtb BioA inh | Mtb FBA inh | MazF activator | VHR inh abs | FadD28 FP inh | GDH-TPI counter |
| --- | --- | --- | --- | --- | --- | --- | --- | --- | --- | --- |
| CCC(C)[C@H](NC(=O)N1CCn2c1nc1ccccc12)C(=O)NCc1ccccc1 (some centres undefined) | 5 | 2.1 | 28 | 2 | -3.5 | 3 | 15 | 50* | -0.8 | 1 |
| Cc1[nH]c2ccccc2c1/C=N/NC(=O)c1ccc(N)cc1 | -22 | -0.1 | 5 | 7 | -1.2 | -1 | 1 | 58* | 0.0 | 30 |
| C/C=C/c1ccc(OCCCN2C(=O)NC(C)(C)C2=O)c(OC)c1 | 1 | -1.9 | -16 | 0 | 1.0 | 2 | 0 | -6 | 1.9 | 3 |
| N=c1n(CCN2CCCCC2)c2ccccc2n1CC(=O)c1ccc(Cl)c(Cl)c1 | ? | 3.0 | 7 | 2 | -0.2 | 1 | 6 | 13 | -0.8 | -1 |
| Cc1noc(C)c1C(=O)OCC(=O)N1CCc2ccccc21 | -12 | 1.5 | 7 | -12 | -0.7 | -1 | -1 | nt | -2.1 | -2 |
| COc1ccc(Nc2cc(C)nc3ccc(OC)cc23)cc1 | nt | 2.4 | -6 | 3 | 4.6 | 2 | 12 | -3 | -2.3 | 34* |
| Cn1cc(Cl)c(C(=O)OCC(=O)Nc2cccc(Cl)c2)n1 | 5 | nt | 22 | nt | 0.2 | -3 | 2 | 16 | -1.6 | -2 |
| Cc1ccc(C)c(NC(=O)c2ccc3nccnc3c2)c1 | 8 | 2.9 | 6 | 1 | -0.9 | -2 | 5 | 41 | nt | 10 |
| COc1cc(OC)c2c(-c3ccccc3)cc(=O)oc2c1 | -3 | 1.5 | 0 | -1 | -0.7 | -2 | -18 | 26 | -3.0 | 14 |

Shown field by field: part of the list above
CCC(C)[C@H](NC(=O)N1CCn2c1nc1ccccc12)C(=O)NCc1ccccc1 (some centres undefined)
- BoNT-F LC inh: 5
- Mtb UGM inh: 2.1
- CCHFV vOTU inh: 28
- Rv3671c inh: 2
- Mtb BioA inh: -3.5
- Mtb FBA inh: 3
- MazF activator: 15
- VHR inh abs: 50*
- FadD28 FP inh: -0.8
- GDH-TPI counter: 1
Cc1[nH]c2ccccc2c1/C=N/NC(=O)c1ccc(N)cc1
- BoNT-F LC inh: -22
- Mtb UGM inh: -0.1
- CCHFV vOTU inh: 5
- Rv3671c inh: 7
- Mtb BioA inh: -1.2
- Mtb FBA inh: -1
- MazF activator: 1
- VHR inh abs: 58*
- FadD28 FP inh: 0.0
- GDH-TPI counter: 30
